# Bioassay records (PubChem)
# GDH-TPI inh: GDH-TPI coupling enzyme inhibitors, primary screen, artefact control for M. tuberculosis FBA inhibitor project, biochemical, absorbance, full deck; GDH-TPI coupled enzyme counterscreen, NADH absorbance; inhibition, % at 4.8 µM; 360,000 compounds, 1.2% hits; AID 588335, 2011;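 also: 0% = DMSO wells and 100% = wells lacking the enzyme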
# CCHFV vOTU inh: CCHFV vOTU protease inhibitors, primary screen, biochemical, Pep-AMC substrate, fluorescence; Crimean-Congo hemorrhagic fever virus L polyprotein viral ovarian tumor (vOTU) protease …; AID 651958, 2012; 370,000 compounds, 0.55% hits; inhibition, % at 11.5 µM; also: 0% = vehicle wells with enzyme and 100% = no enzyme wells
# Mtb UGM inh: M. tuberculosis UGM enzyme inhibitors, primary screen, biochemical, fluorescence polarization, single point; UDP-galactopyranose mutase (Mycobacterium tuberculosis (strain ATCC 25618 / H37Rv)), …; purified UGM, fluorescence polarization probe displacement; inhibition, % at 10 µM; 320,000 compounds, 0.06% hits; AID 504406, 2011; in the data active = inhibition above about 10%, passing the limit was not always enough; inconclusive = no clear call, values can overlap the other calls
# Target sequence (P9WIQ1 whole entry, looked up): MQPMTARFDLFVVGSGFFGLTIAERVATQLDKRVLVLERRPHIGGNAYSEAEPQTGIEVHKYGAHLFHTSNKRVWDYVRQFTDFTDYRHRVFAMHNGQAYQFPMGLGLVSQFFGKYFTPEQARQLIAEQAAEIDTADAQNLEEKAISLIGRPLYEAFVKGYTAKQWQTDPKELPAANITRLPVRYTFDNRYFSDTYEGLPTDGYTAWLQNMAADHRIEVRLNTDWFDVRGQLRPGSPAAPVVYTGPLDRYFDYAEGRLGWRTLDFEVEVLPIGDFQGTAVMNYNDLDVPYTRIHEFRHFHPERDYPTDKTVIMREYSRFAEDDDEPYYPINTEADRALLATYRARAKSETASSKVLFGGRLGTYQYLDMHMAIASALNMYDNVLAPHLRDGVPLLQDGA
# PrPC surface inh: inhibitors of human cell surface prion protein PrPC, primary screen, cell-based, TR-FRET; 370,000 compounds, 0.43% hits; inhibition, % at 13.8 µM; TR-FRET read-out; Major prion protein (Homo sapiens), P04156; AID 720596, 2013; in the data active = inhibition above about 24%; also: 0% = median of the test wells and 100% = reference compound wells
# Mtb BioA inh: M. tuberculosis BioA enzyme inhibitors, primary screen, biochemical, plate reader, single point, HTS | 7,8-diaminopelargonic acid synthase BioA (Mycobacterium tuberculosis) | purified M. tuberculosis BioA enzyme | inhibition, % at 9.99 µM | 360,000 compounds, 0.096% hits; in the data active = inhibition above about 40%; inconclusive = no clear call, values can overlap the other calls
# BoNT-A LC inh2: BoNT/A light chain protease inhibitors, primary screen, biochemical, flow cytometry, MLPCN library; inhibition, % at 10 µM; Botulinum neurotoxin type A light chain protease (Clostridium botulinum A str. ATCC 3502); 360,000 compounds, 0.17% hits; multiplex microsphere protease substrate cleavage; in the data active = inhibition above about 30%; inconclusive = no clear call, values can overlap the other calls; also: plate controls were buffer without enzyme for full effect and enzyme alone for no effect
# FadD28 FP inh: inhibitors of FadD28 bisubstrate probe binding, primary screen, biochemical, fluorescence polarization, single point. Mycobacterium tuberculosis FadD28 fatty-acid-AMP ligase. inhibition, % at 12.5 µM. 360,000 compounds, 0.22% hits. AID 588549, 2011; in the data active = inhibition above about 8.5%, passing the limit was not always enough; inconclusive = no clear call, values can overlap the other calls
# BoNT F protease: BoNT/F light chain protease inhibitors, primary screen, biochemical, flow cytometry, MLPCN library; Botulinum neurotoxin type F light chain protease (Clostridium botulinum); Multiplex microsphere protease cleavage assay; inhibition, % at 10 µM; 360,000 compounds, 0.22% hits; in the data active = inhibition above about 35%, passing the limit was not always enough; inconclusive = no clear call, values can overlap the other calls; also: plate controls were buffer without enzyme for full effect and enzyme alone for no effect
# FBA Mtb inh: Mtb FBA enzyme inhibitors, primary screen, biochemical, fluorescence, strain H37Rv; purified M. tuberculosis FBA, fluorescence read-out; inhibition, % at 1 µM; 360,000 compounds, 2.3% hits; in the data active = inhibition above about 27%;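 also: 0% = vehicle and 100% = reference inhibitor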
# Target sequence (P9WQA3 whole entry, looked up): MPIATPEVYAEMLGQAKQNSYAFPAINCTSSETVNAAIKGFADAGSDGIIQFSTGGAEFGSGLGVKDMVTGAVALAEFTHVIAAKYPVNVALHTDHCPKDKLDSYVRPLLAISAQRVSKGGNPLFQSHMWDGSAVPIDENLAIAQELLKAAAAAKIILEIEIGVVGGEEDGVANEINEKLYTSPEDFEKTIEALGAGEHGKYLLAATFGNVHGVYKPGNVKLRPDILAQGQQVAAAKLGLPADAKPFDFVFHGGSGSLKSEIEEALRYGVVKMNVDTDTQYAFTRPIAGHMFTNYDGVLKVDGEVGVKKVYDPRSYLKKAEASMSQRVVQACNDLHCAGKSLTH
# * = called active by the depositor; u = inconclusive; x = no result given; & = joins results of further samples. Rule as the data show it, unless noted: active = inhibition above about 30%; inactive = the rest.
# Value order – GDH-TPI inh	CCHFV vOTU inh	Mtb UGM inh	PrPC surface inh	Mtb BioA inh	BoNT-A LC inh2	FadD28 FP inh	BoNT F protease	FBA Mtb inh
- N#Cc1cc2ccccc2nc1SCc1cccnc1
 : 9	-5	x	10	x	u	-2.7	7	0
- COC(=O)c1ccc(COC(=O)[C@@H]2CC(O)CN2S(=O)(=O)c2ccccc2[N+](=O)[O-])cc1 (some centres not stated)
 : 1	-8	-1.3	-10	-2.7	-0.7	-1.0	2	4
- CNS(=O)(=O)c1ccc(NC(=O)c2ccc(Cl)cc2Cl)cc1
 : -4	3	-0.8	8	x	0.5	-4.7	-3	1
- O=[N+]([O-])c1cccnc1NCCc1c[nH]c2ccccc12
 : -9	-9	0.9	-21	-2.0	-2.3	-0.9	-5	-10
- COCCNC(=S)N/N=C/c1c2ccccc2cc2ccccc12
 : 0	-8	-3.0	1	-0.6	12	0.6	10	-4
- COc1cc(/C=N/NC(=O)c2ccc(COc3ccccc3Cl)o2)cc(Br)c1O
 : 14	-11	1.3	-9	x	0.1	-3.6	-2	-5
- CC(C)CN(Cc1c(O)ccc2ccccc12)CC(C)C
 : 0	4	3.8	1	x	-1.7	-1.1	-10	6
- COC(=O)[C@]1(C)N[C@H](CN(C)C(=O)Nc2ccc(Cl)cc2)[C@@H]2C(=O)N(C)C(=O)[C@@H]21
 : -11	-4	-1.0	8	2.2	-0.1	-3.2	-2	-1
- CCCSc1nc(SCC(=O)NCc2ccccc2)c2c3c(sc2n1)COC(C)(C)C3
 : 7	-5	1.7	-2	-3.9	-1.1	-0.9	-1	-2
- CCN(CC)Cc1cc(C(C)(C)C)cc(N2CCOCC2)c1O
 : -2	-11	x	-8	x	0.4	-0.9	-6	-1
- Cc1ccc(/C=N/NC(=O)Cc2ccc(O)cc2)s1
 : 8	0	2.2	-6	-0.3	-3.8	-0.4	-6	2
- CCCC(=O)N1CCN(c2ccc(NC(=O)c3ccc4c(c3)OCCO4)cc2)CC1
 : 2	17	-0.2	3	-2.8	1.6	-0.2	11	1
- COc1cc(OC)c(C2Oc3nc(SC)nnc3-c3ccccc3N2C(C)=O)cc1OC (configuration not stated)
 : 22	0	-1.4	-11	-1.3	-0.9	-0.5	-8	0
- CCNc1nc(NCC)n2c(SCC(=O)Nc3ccc(C(F)(F)F)cc3[N+](=O)[O-])nnc2n1
 : 3	-9	-0.8	-6	-0.1	-0.1	-4.2	-3	-1
- Cc1cccc(C)c1NC(=O)CNC(=O)c1ccc(COc2ccccc2)cc1
 : 0	9	1.7	-5	0.2	1.3	-0.9	9	1
- NC(=O)CCCC1=NS(=O)(=O)c2ccccc2N1
 : -1	-8	0.3	1	x	1.2	0.4	3	-3
- O=c1[nH]c(/C=C/c2ccc(OC(F)F)cc2)nc2c1cnn2-c1ccccc1
 : -1	4	2.0	8	x	0.6	-3.6	1	-2
- Cc1ccc(S(=O)(=O)N2CCN(C(=O)COC(=O)COc3ccccc3)CC2)cc1
 : 5	-5	2.5	1	-0.3	0.5	-3.2	2	-2
- Cc1cc(=O)oc2c1ccc1oc(/C(=N/O)c3ccccc3)c(C)c12
 : 6	-2	2.0	11	x	2.0	0.4	-3	4
- Cc1cccc(C(=O)OCC(=O)NC(=O)NC2CCCCC2)c1
 : -9	2	x	-2	-0.8	-0.2	-3.4	2	-2
- CC1CCCCN1S(=O)(=O)c1coc(C(N)=O)c1 (configuration not stated)
 : 12	3	0.7	-3	0.1	-0.5	-0.7	-12	4
- C/C(=N/NC(=O)c1ccc(C)s1)c1cccc(NC(=O)c2ccoc2C)c1
 : 8	2	2.1	6	0.6	-0.7	-2.3	-11	-2
- CCOC(=O)/C(=N\Nc1ccccc1[N+](=O)[O-])c1csc(N)n1
 : 5	3	-2.1	-22	x	-0.6	-1.2	-6	-6
- COc1ccc(OC)c(NC(=O)CSc2nn3c(=O)c(C)nnc3s2)c1
 : 6	12	-1.3	0	0.8	0.9	-0.9	2	-3
- COCCNC(=O)c1cc(Br)ccc1Cl
 : 7	-6	5.0	-5	x	0.6	-0.6	-2	0
- Cc1csc(CNc2ncnc3ccc(-c4cccc(Cl)c4)cc23)c1
 : 11	-1	2.4	-11	1.0	0.3	-6.6	-6	7
- Cc1cc2c(=O)n(CC(=O)N3CCN(c4ccc(F)cc4)CC3)cnc2s1
 : -3	5	2.6	5	x	-0.3	-2.9	-12	0
- CC(C)C(NS(=O)(=O)c1cccc(C(F)(F)F)c1)C(=O)O (configuration not stated)
 : 0	6	0.7	-5	-0.7	0.4	1.6	-2	6
- CCOc1ccc(S(=O)(=O)NCCN2CCOCC2)c2ccccc12
 : 4	1	-1.1	2	1.1	0.2	-2.9	5	2
- COc1cc(C(=O)NCCN2C(=O)S/C(=C\c3cccs3)C2=O)cc(OC)c1OC
 : 17	3	-0.9	-11	-0.1	0.9	1.0	2	-3
- O=C(Nc1ccc(F)cc1F)N1CCN(CCc2ccccc2)CC1
 : 6	-9	-1.0	3	x	-0.1	-3.2	6	-2
- CCC(c1nnnn1-c1ccc2c(c1)OCCO2)N1CCc2ccccc2C1 (configuration not stated)
 : x	1	x	6	x	-0.6	x	-3	x
- COc1ccc(-n2cnnc2SCC(=O)Nc2cccc(S(=O)(=O)N3CCCCC3)c2)cc1
 : -3	3	-1.2	-1	-0.6	0.2	-3.7	-1	-3
- CC12CCC(C(=O)O)(C/C1=N\O)C2(C)C (configuration not stated)
 : 4&7	17&2	0.9&-5.1	-2&-8	-0.3&-0.1	-0.1&0.8	0.1&-1.2	-3&22	0&0
- COc1ccc([C@@H]2CC=C(C(=O)O)[C@H](c3ccccc3)N2S(=O)(=O)c2ccccc2C)cc1
 : 3	-2	-3.1	1	-0.1	0.1	-3.5	-2	2
- O=C(Nc1ccc(Cl)c(C(F)(F)F)c1)[C@@H]1CC=C[C@@H]2CCN(Cc3ccc(Cl)c(Cl)c3)C(=O)[C@@H]21
 : 5	1	-1.4	-2	-1.4	0.1	-6.3	-6	-1
- Cc1snc(SCC(=O)N/N=C(\N)COc2ccc(F)cc2)c1C#N
 : 12	1	2.7	-2	2.8	-0.6	0.0	12	0
- O=C(OCC(=O)N1CCN(C(=O)c2ccco2)CC1)c1ccc(S(=O)(=O)N2CCCCC2)cc1
 : -14	-6	1.5	-3	-1.0	-0.8	-1.7	-3	6
- CCOc1ccccc1N(CC(=O)NCCSc1ccccn1)S(=O)(=O)c1ccccc1
 : -3	3	-0.5	0	7.0	0.9	-5.7	6	0
- O=c1[nH]c(Nc2ccc3c(c2)OCCO3)nnc1Cc1ccc(Cl)cc1
 : 8	1	1.1	3	-0.2	-1.1	-2.5	1	0
- CC(NS(=O)(=O)c1ccc(CCC(=O)NCC2CCCO2)cc1)c1ccccc1 (configuration not stated)
 : -1	0	-1.5	-3	-2.6	-0.6	-0.1	-1	0
- C=CCn1c(SCC(=O)NC(=O)Cc2ccccc2)nnc1-c1ccccc1F
 : 6	6	1.2	-5	-1.1	-0.7	1.2	2	-1
- O=C(CCc1nnc(CCCCc2ccccc2)o1)NCCC1CCCCO1 (configuration not stated)
 : 3	5	1.7	-1	x	0.2	-3.7	0	0
- C=CCn1cc(C(=O)N2CCN(C)CC2)c(=O)c2cc(S(=O)(=O)N(CC)CC)ccc21
 : 13	-8	0.1	1	-1.2	-2.7	1.5	17	2
- COc1ccc(C(=O)Nc2ccc(S(=O)(=O)NC(C)(C)C)cc2)cc1[N+](=O)[O-]
 : -1	-2	0.5	-9	x	0.1	-1.6	-6	0
- Cc1c(C(=O)O)sc(S(=O)(=O)N2CCN(C(=O)Cc3ccc(F)cc3)CC2)c1C(=O)O
 : -3	5	0.1	-2	0.4	0.5	1.1	8	1
- Cc1ccc(C(=O)NCc2occc2C(=O)O)o1
 : 7	-7	1.1	-5	-0.3	0.8	-2.5	-8	0
- CC(C)Cc1nn2c(=O)cc(O)nc2s1
 : 0	-5	1.7	-1	0.3	-0.6	0.3	1	0
- O=S(=O)(c1cccc(C(F)(F)F)c1)N1CCN(CC(O)COCc2ccccc2)CC1 (configuration not stated)
 : -4	4	0.0	-5	0.9	1.0	1.1	9	4
- CCCCOc1ccc2c(c1)C(=O)c1cc(O)ccc1-2
 : -5	14	0.1	6	x	-0.2	-1.3	-3	-1

# (further entries)
# Value order – GDH-TPI inh	CCHFV vOTU inh	Mtb UGM inh	PrPC surface inh	Mtb BioA inh	BoNT-A LC inh2	FadD28 FP inh	BoNT F protease	FBA Mtb inh
- Cc1cc(C)c(OCC(O)CN2CCN(C(=O)c3ccccc3)CC2)c(C)c1 (configuration not stated)
 : 8	-6	-1.8	-9	-0.5	-3.4	-2.2	18	-1
- COc1ccccc1C(=O)NCCC(=O)NNC(=O)c1ccccc1O
 : -1	8	-2.1	-5	-0.6	2.4	-0.2	2	12
- CCc1nc2ccc(C(=O)NC3CCC(C)CC3)cc2nc1CC (configuration not stated)
 : 2	15	-0.4	4	-1.4	0.3	0.3	5	-1
- Cc1cc[n+](CC(=O)Nc2cccc(C)c2)cc1
 : 11	-5	-0.7	-1	-1.3	-0.6	-2.2	u	3
- O=C(CSc1nnc(SCc2ccccc2)s1)N/N=C/C=C/c1ccco1
 : 15	1	0.7	-4	x	0.2	-2.1	7	-4
- O=C(/C=C/c1ccc(Cl)cc1)Nc1cc(S(=O)(=O)N2CCOCC2)ccc1N1CCOCC1
 : 20	7	5.0	4	9.1	-1.0	-2.1	-8	0
- O=C1CNC(=S)N1Cc1ccccc1
 : -3	-2	-2.2	5	x	0.6	-0.2	-1	2
- COc1ccccc1CCNCc1ccc(OC)c(OCc2ccccc2)c1
 : -1	-8	-1.6	4	0.3	-1.3	-1.7	-14	3
- O=C(O)C1(O)C[C@@H](O)C(O)[C@H](O)C1 (some centres not stated)
 : 1	3	x	-4	-0.3	-1.0	-2.3	-1	1
- COc1ccc(Nc2nc(-c3cccc(OC)c3O)nc3ccccc23)cc1
 : 16	0	-1.3	1	-2.9	-4.1	-2.7	5	2
- COc1ccc(CCNc2ccc(S(=O)(=O)N3CCCC3)cc2[N+](=O)[O-])cc1
 : 13	-9	-3.2	-1	-8.1	0.7	0.0	-2	-6
- O=C(Nc1ccccn1)c1cc(-c2cccc(Cl)c2)nc2ccccc12
 : 0	5	3.4	-12	x	0.1	-1.7	-5	-1
- CC(c1ccco1)N(C(=O)c1ccc(Cl)c([N+](=O)[O-])c1)c1ccccn1 (configuration not stated)
 : -1	4	0.8	-16	x	-5.3	-0.1	-16	0
- O=C(c1cc(-c2ccc(O)cc2)on1)N1CCCc2ccccc21
 : 8	6	-7.4	7	-3.1	0.4	-1.1	-3	1
- O=C(NCCO)Nc1ccc2nsnc2c1
 : 11	-44	0.9	-20	x	-0.1	0.4	-4	19
- COc1ccc(-c2noc(CN(C)C(=O)c3ccc4c(c3)OCO4)n2)cc1
 : -2	6	-0.3	0	1.8	-1.4	0.3	-3	-2
- CCCOc1ccccc1N/C(=N\S(=O)(=O)c1ccc(C)cc1)Nc1nc(C)cc(C)n1
 : 10	-4	-3.8	-3	-1.5	-0.1	0.4	-2	2
- O=C(COc1ccc2ccccc2c1)Nc1nc2ccccc2[nH]1
 : 12	-6	-2.1	11	-2.9	-0.4	-1.4	-15	3
- CCOC(=O)[C@]12Cc3ccccc3[C@H]1N(C1CCCCC1)C(=O)c1cc(OC)ccc12
 : x	3	x	18	x	-0.1	x	-6	x
